14-3-3 Bad inh: inhibitors of 14-3-3 zeta/Bad binding, primary screen, biochemical, TR-FRET, bovine 14-3-3 zeta | 220,000 tested, 0.71% active | inhibition, % at 21.7 µM | TR-FRET 14-3-3zeta/Dy647-pBad peptide displacement, 1 h;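 active = inhibition above about 70%, limit read from the data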;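 note: 0% = full 14-3-3 plus peptide FRET controls and 100% = background without 14-3-3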
eIF4E-4G inh: eIF4E–eIF4G protein interaction inhibitors, primary screen, biochemical, uHTS, TR-FRET, eIF4GI fragment; Eukaryotic translation initiation factor 4E (Mus musculus) + Eukaryotic translation …; TR-FRET eIF4E-eIF4GI(517-606) binding, 2 h; inhibition, % at 21.7 µM; 220,000 tested, 0.37% active; AID 782, 2007;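 note: 0% = full FRET control wells and 100% = background wells lacking eIF4GI fragment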
Thrombin inh: human alpha-thrombin inhibitors, primary screen, counter-screen for coagulation protease inhibitor project, biochemical, 1536-well, fluorogenic AMC substrate | Boc-VPR-AMC fluorogenic substrate cleavage | inhibition, % at 5 µM | 220,000 tested, 0.26% active;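 active = inhibition at or above 40%; inactive = inhibition below 40%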;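 note: 0% = enzyme with no compound and 100% = wells without enzyme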
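signal = AMC fluorescence, 355/460 nm | material = human alpha-thrombin enzyme | control set = enzyme without compound as high, wells lacking enzyme as low | times = reaction at room temperature | read-out basis = percent inhibition scaled between no-compound controls and no-enzyme blanks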
p47phox inh: p47phox/p22phox peptide binding inhibitors, primary screen, biochemical, uHTS, NADPH oxidase regulatory subunit. fluorescence polarization, 2 h. inhibition, % at 24.7 µM. 220,000 tested, 0.53% active;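 note: 0% = p47phox with labelled peptide and 100% = labelled peptide alone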
Target sequence (P14598 whole entry, looked up): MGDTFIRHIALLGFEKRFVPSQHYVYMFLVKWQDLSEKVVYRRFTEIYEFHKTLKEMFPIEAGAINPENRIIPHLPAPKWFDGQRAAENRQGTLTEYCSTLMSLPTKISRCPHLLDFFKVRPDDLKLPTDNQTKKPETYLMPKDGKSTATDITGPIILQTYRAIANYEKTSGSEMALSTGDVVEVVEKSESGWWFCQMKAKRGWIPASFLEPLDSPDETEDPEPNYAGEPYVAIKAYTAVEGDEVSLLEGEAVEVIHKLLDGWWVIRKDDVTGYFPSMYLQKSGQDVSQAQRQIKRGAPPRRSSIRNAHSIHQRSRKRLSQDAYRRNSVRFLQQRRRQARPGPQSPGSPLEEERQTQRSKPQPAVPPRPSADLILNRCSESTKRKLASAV
Cl transport mod: KCC2 cotransporter modulators, thallium flux, primary screen, cell-based, HEK293 KCC2, FluoZin-2 fluorescence, MLSMR | B-score of Tl+ flux slope (higher = more flux/activation; lower = inhibition) at 10 µM | AID 1456, 2008 | 190,000 tested, 2.2% active | KCC2 cells, thallium flux FluoZin-2 fluorescence;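 active = thallium flux slope and its plate-corrected score both differing from the plate sample mean at a set confidence after two filtering rounds, in either direction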;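 note: slope of fluorescence scaled to starting intensity during 10 to 20 s after thallium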
EBV gp42 block: Epstein-Barr virus gp42 inhibitors, primary screen, biochemical, uHTS, fluorescence polarization; Glycoprotein 42 (Epstein-Barr virus (strain AG876)), Q1HVG2; Fluorescence polarization binding assay, mP read-out; inhibition, % (tested at 21.74 µM); 220,000 tested, 0.42% active; AID 1085, 2008; in the data active = inhibition above about 50%
Target sequence (Q1HVG2 whole entry, looked up): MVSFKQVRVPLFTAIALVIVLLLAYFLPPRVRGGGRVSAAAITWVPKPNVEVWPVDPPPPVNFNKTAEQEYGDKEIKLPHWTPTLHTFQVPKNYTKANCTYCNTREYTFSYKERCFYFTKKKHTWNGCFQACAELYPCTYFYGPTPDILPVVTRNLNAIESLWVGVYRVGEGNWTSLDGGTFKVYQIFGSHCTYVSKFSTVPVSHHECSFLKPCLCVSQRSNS
hK5 inh: human KLK5 protease inhibitors, primary screen, biochemical, 1536-well. Kallikrein-5 (Homo sapiens), Q9Y337. recombinant hK5, fluorogenic AMC substrate cleavage. inhibition, % at 5 µM. 210,000 tested, 0.59% active;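 active = inhibition of 40% or more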;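 note: 0% = enzyme controls without compound and 100% = no-enzyme blanks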
Target sequence (Q9Y337 67-293 limits assumed): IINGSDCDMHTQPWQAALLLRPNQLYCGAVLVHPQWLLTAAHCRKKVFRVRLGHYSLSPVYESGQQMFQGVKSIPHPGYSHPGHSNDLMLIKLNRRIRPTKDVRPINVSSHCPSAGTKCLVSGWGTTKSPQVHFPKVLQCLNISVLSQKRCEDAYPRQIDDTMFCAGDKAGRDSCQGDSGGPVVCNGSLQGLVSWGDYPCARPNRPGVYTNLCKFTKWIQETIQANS
Rad51 HR inh: human RAD51 strand exchange inhibitors, primary screen, biochemical, fluorescence; DNA repair protein RAD51 homolog 1 (Homo sapiens), Q06609; hRad51 DNA strand exchange, fluorescence dequenching; inhibition, % at 10 µM; 200,000 tested, 0.085% active;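 active = inhibition above 40% at the single screening dose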;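 note: 0% = DMSO control wells and 100% = blanks with heterologous ssDNA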
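Material: hRad51 filaments on single-stranded DNA; Reagent: Donor/quencher-labelled 47-bp dsDNA substrate; Compound: 10 µM final, single point; Schedule: 37 °C 15-min filament assembly, 30-min compound preincubation, 15-min exchange; Technique: FRET fluorescence, excitation 485 nm, emission 520 nm; Benchmarks: control wells and blank wells on each plate.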
Furin inhibitor: human furin inhibitors, primary screen, biochemical, fluorescence intensity. P09958. AID 463115, 2010. inhibition, % at 30 µM. 220,000 tested, 0.061% active. purified furin, fluorogenic substrate cleavage; in the data active = inhibition above about 25%; note: inactives centre near -15
* = called active by the depositor; · = not tested or not shown; [ ] = dose if it differs, or a comment.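 Rule for the calls, unless noted: active = inhibition above about 30% (limit read from the data); inactive = the rest.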 Rows were taken by chance. Share with any hit: about 4.7%.

SMILES	14-3-3 Bad inh	eIF4E-4G inh	Thrombin inh	p47phox inh	Cl transport mod	EBV gp42 block	hK5 inh	Rad51 HR inh	Furin inhibitor
COc1ccc(NC(=O)CSc2nnc(-c3cccnc3)n2Cc2ccco2)c(OC)c1	4	-3	-4	25	-0.015	-9	6	1	-3
COC1=CC(=O)OC12CCCCC2	9[fluorescence artefact?]	-8	-10	-7	1.9	-32	-17	3	-16
Cc1cc(C)c(NC(=O)NC(=O)c2cccc(F)c2)c(C)n1	-13[fluorescence artefact?]	-2[fluorescence artefact?]	2	-6	-4.1*	4	11	-41	-32
C=C(C)CN1C(=O)c2ccccc2C1=O	2	-8	5	-6	1.3	-32	-7	-2	-28[20 µM]
O=C(CSc1nnc(-c2ccco2)n1CC1CCCO1)c1ccc(F)cc1 (stereo unspecified)	7	1	-5	-8	-1.9	-15	0	7	-10
COc1ccc(C(C(=O)NC2CCCC2)N(C(=O)c2ccco2)c2ccc3c(c2)OCO3)cc1OC (stereo unspecified)	9	6	-5	-2	0.5	6	-1	4	-13
O=C(/C=C/c1cc2c(cc1Br)OCO2)NCc1ccc(Cl)cc1	0[fluorescence artefact?]	1[fluorescence artefact?]	-1	-1	·	-10	-4	-4	-16[20 µM]
CN(Cc1ccccc1F)c1ccc(S(=O)(=O)N2CCCC2)cn1	-17	2	-2	-2	0.14	-6	1	12	-18
Cc1ccc(Cl)cc1NC(=O)COC(=O)C1CCCC1	0[fluorescence artefact?]	-2	0	-4	0.087	-11	1	-1	-10
CCn1c(SCC(=O)Nc2nc(C)c(C)s2)nnc1-c1cccs1	2	-1	4	3	0.27	-17	1	9	-29[20 µM]
CN(CC(=O)Nn1cnnc1)S(=O)(=O)c1ccccc1	73*	-1[fluorescence artefact?]	0	-6	·	-14	5	·	-20[20 µM]
COc1cc(C(=O)OCC(=O)NCc2ccc(F)cc2)cc(NC(=O)c2cccs2)c1OC	-3	0[fluorescence artefact?]	-2	-12	-4.4	-12	0	2	-20
O=C(Cn1cccc1C(=O)c1ccccc1)NCCCN1CCOCC1	6	-2	2	-4	·	-12	4	8	-18
CCOC(=O)c1cn(-c2ccccc2)nc1-c1ccncc1	2	-6	-4	-6	·	-21	4	-7	-26
COc1ccc(OC)c(CNC(=O)Cc2c(C(=O)O)[nH]c3ccc(Cl)cc23)c1	-15	-2	4	-17	-0.32	-5	0	14	-29
O=C(NC(=S)Nc1ccc(N2CCOCC2)cc1)c1cccc([N+](=O)[O-])c1	13[fluorescence artefact?]	12[fluorescence artefact?]	-1	-5	-0.29	-14	-7	4	-14
Cc1ccccc1C(=O)c1cccn1CC(=O)N1CCCCCC1	10	-1	-9	-14	·	-11	-5	-3	2
Cc1cc(NS(=O)(=O)c2ccc(NC(=O)/C=C/c3ccc(C)o3)cc2)nc(C)n1	-2	6	-3	-14	·	3	·	-16	-11
CCc1cccc(C)c1NC(=O)CSc1nnc(CCCOc2ccc(Cl)cc2Cl)n1C	11[fluorescence artefact?]	6	24	6	-1.1	6	27	26	-9
O=C(NNc1nc2cc3c(cc2s1)OCO3)c1ccc(F)cc1	1[fluorescence artefact?]	-4	2	-10	0.61	-24	-15	·	-20
Cc1cccc(NC(=O)Cc2noc3ccccc23)c1C	4	2	1	-6	-0.031	-9	-10	16	-12
CN1CCN(C(=O)C2=C[C@@H](c3ccc(C(F)(F)F)cc3)C[C@@H](OCCCCO)O2)CC1	1	2	1	·	1.4	-12	4	6	1
COCCCNC(=S)N1CCN(C(=O)C(=O)Nc2ccc(C(=O)OC)cc2)CC1	-15	10	-13	-4	-0.54	2	-17	4	-26
CCOC(=O)N1CCC(Nc2ccc3nnc(-c4ccccc4)n3n2)CC1	8	-2	-2	-8	·	-8	-2	1	-23
O=C(O)COc1ccccc1/C=N/NC(=O)c1cc(-c2ccc(F)cc2)nc2ccccc12	-4	2	-8	-9	1.8	-2	-3	-1	-14
Cn1c(=O)n(C)c2cc(/C=C(/C#N)C(=O)NCc3ccco3)ccc21	-4	4	-2	-3	0.34	-16	0	3	-10
Cc1cc(C(=O)N2CCC(C(=O)O)CC2)c(C)o1	-19	-4	-6	-2	-0.00038	3	-3	2	-5
COC(=O)NNC(=S)Nc1cc(OC)ccc1OC	-12	0	2	4	·	-15	-2	0	-23[20 µM]
O=c1cc(O)c2sc(Nc3ccc(F)cc3)nc2[nH]1	-13	4	3	-25	0.03	-12	-7	-22	-13
CNC(=O)Nc1nnc(C(C)(C)C)s1	4[fluorescence artefact?]	2[fluorescence artefact?]	-1	-10	0.27	-6	-2	3	-27[20 µM]
CCN(CC)CC(=O)Nc1ccc([N+](=O)[O-])cc1	-5	6	2	4	-0.26	-10	4	-14	-18
C=CCCCCCCCCC(=O)Nc1c[nH]c(=O)[nH]c1=O	2	-3	-8	6	0.66	1	-5	14	-15[20 µM]
CC(C)C(NC(=O)c1ccc(C(C)(C)C)cc1)C(=O)NCCc1ccccn1 (stereo unspecified)	29	1	-6	-1	0.2	-4	-5	8	-26
CC(C)C(=O)Nc1ccc(-c2csc(-c3ccccc3)n2)cc1	2	-8	-4	-7	·	-3	6	10	8
CC(=O)c1cccc(CN2CCN(Cc3ccccc3)C(CCO)C2)c1 (stereo unspecified)	-13	0	-6	-4	0.29	6	-1	-7	-28
COc1ccccc1/C=C/C(=O)NCC(=O)N/N=C/c1cccnc1	-10[fluorescence artefact?]	3[fluorescence artefact?]	-2	-12	-0.14	-14	-26	6	-24
CC(NC(N)=O)C(=O)OCC(=O)c1ccc(-c2ccccc2)cc1 (stereo unspecified)	-12	3	-5	-19	-1.1	-27	2	-21	-29
CCc1ccc(C2(O)CC(C(F)(F)F)=NN2C(=O)Cc2ccc([N+](=O)[O-])cc2)cc1 (stereo unspecified)	-4	-1	0	-4	0.17	-5	-7	-3	-14[20 µM]
Cc1nn(-c2ccccc2)c2c1C(=O)N(c1ccccc1)C(=O)C(C)(C)C2	3	-8	-3	10	0.66	-8	5	0	-4[20 µM]
CCOC(=O)c1ccc(Oc2ccc(C(F)(F)F)cn2)cc1	-6	-2	-8	2	0.41	9	-4	2	-21
COc1cccc(NC(=O)N2CCCC2C(=O)NC2CC2)c1 (stereo unspecified)	-7[fluorescence artefact?]	0[fluorescence artefact?]	7	1	1.1	-9	4	3	-24
O=C(Cn1nc(Cc2cccnc2)c2ccccc2c1=O)Nc1cccnc1Cl	-1	-6	-12	3	0.81	-5	-4	-4	-19
CCS(=O)(=O)c1nc(S(=O)(=O)c2ccc(Cl)cc2)c(NCc2ccccn2)s1	3	8	-3	-4	0.94	1	·	·	-19
O=C(COC(=O)c1cc(S(=O)(=O)Nc2ccccc2Cl)ccc1O)Nc1nc2ccccc2s1	11	3	1	-13	0.19	8	6	3	-22
O=C(N/N=C/c1cccs1)c1n[nH]c2c1CCC2	0[fluorescence artefact?]	-1	8	-3	1.6	-11	-9	-3	-8
CCc1ccccc1NC(=O)CSc1ncn[nH]1	8	1	-1	-3	0.014	7	15	7	-32[20 µM]
CCOc1ccc(CC(=O)Nc2nccs2)cc1	0	2	1	-11	-1.1	-21	13	-2	7
O=C(CSc1ncn[nH]1)Nc1ccccc1Sc1ccccc1	-7	-17[fluorescence artefact?]	2	-4	0.0025	-27	-27	0	-11[20 µM]
NNc1ccc2nncn2n1	-2	-5	-4	-5	0.66	-7	-1	-4	-20
COc1ccc(NC2=NC(=S)N(c3ccccc3C)C23CCCCC3)cc1	-12	-7	-1	-3	89*	0	-11	-5	-22[20 µM]
Cc1ccc(S(=O)(=O)NNC(=O)c2cnn(-c3ccccc3)c2-n2cccc2)cc1	-13	-2[fluorescence artefact?]	-2	2	·	-9	0	0	-8[20 µM]
Oc1[nH]c2ccccc2c1N=Nc1ccccc1	-6	-5	0	-9	-2.3	101*	3	-6	-14
COc1ccc(C(C(N)=O)c2ncc(C(F)(F)F)cc2Cl)cc1 (stereo unspecified)	5	4	-2	-1	0.51	-5	0	-10	-10
Nc1nc2nc(-c3ccc(OCc4ccccc4)cc3)cc(C(F)(F)F)n2n1	-1[fluorescence artefact?]	-19[fluorescence artefact?]	-6	5	·	-28	-16	1	-24[20 µM]
CCC1Oc2ccc(C)cc2N(CC(=O)N(Cc2cccnc2)Cc2ccc(C)o2)C1=O (stereo unspecified)	3	1	-8	5	-0.6	-5	-1	7	-23[20 µM]
CC1(C)CC(=O)C=C(NCCN2CCNCC2)C1	4	-1	-9	-9	0.36	1	-6	-3	-22[20 µM]
COc1cc(C(=S)N2CCCCC2)ccc1O	-9	5[fluorescence artefact?]	1	-12	0.48	-1	-4	5	-18[20 µM]
CNc1oc(-c2ccc(Cl)cc2)nc1P(=O)(c1ccccc1)c1ccccc1	-7	15	-4	-27	-0.87	18	-23	-9	-5[20 µM]
COc1ccc(C2N=C(c3ccccc3)C(C)(C)N2O)cc1OC (stereo unspecified)	5	2	2	4	-0.23	-10	1	4	-11
COc1ccc(C(=O)NCC(=O)O)cc1	6	-14	-2	-5	-0.34	-10	7	-5	-16[20 µM]

Full records, quoted from the list. Order of values: 14-3-3 Bad inh	eIF4E-4G inh	Thrombin inh	p47phox inh	Cl transport mod	EBV gp42 block	hK5 inh	Rad51 HR inh	Furin inhibitor
`COc1ccc(C2N=C(c3ccccc3)C(C)(C)N2O)cc1OC` (stereo unspecified) as listed: 5	2	2	4	-0.23	-10	1	4	-11
`Cc1ccc(S(=O)(=O)NNC(=O)c2cnn(-c3ccccc3)c2-n2cccc2)cc1` as listed: -13	-2[fluorescence artefact?]	-2	2	·	-9	0	0	-8[20 µM]
`CCC1Oc2ccc(C)cc2N(CC(=O)N(Cc2cccnc2)Cc2ccc(C)o2)C1=O` (stereo unspecified) as listed: 3	1	-8	5	-0.6	-5	-1	7	-23[20 µM]
`Nc1nc2nc(-c3ccc(OCc4ccccc4)cc3)cc(C(F)(F)F)n2n1` as listed: -1[fluorescence artefact?]	-19[fluorescence artefact?]	-6	5	·	-28	-16	1	-24[20 µM]
`COc1ccc(C(C(N)=O)c2ncc(C(F)(F)F)cc2Cl)cc1` (stereo unspecified) as listed: 5	4	-2	-1	0.51	-5	0	-10	-10

Carrying on.
SMILES	14-3-3 Bad inh	eIF4E-4G inh	Thrombin inh	p47phox inh	Cl transport mod	EBV gp42 block	hK5 inh	Rad51 HR inh	Furin inhibitor
O=C(c1cccc2cccc(O)c12)N1CCCCC1	7	-7	-7	-8	-0.32	-7	-3	-3	-26
COc1ccc(NC(=O)c2cc(C(C)C)on2)c(OC)c1	-5	5	0	-19	0.33	2	-4	6	-16
COc1cc(C(=S)N2CCCC2)ccc1OS(=O)(=O)c1ccc(NC(C)=O)cc1	-10	-3	-11	-1	0.77	6	-5	-2	-15
Cc1cc(C(=O)NCCN2CCOCC2)ccc1[N+](=O)[O-]	-20	-1	-1	-7	0.66	-3	0	7	6
CN1C(=O)CC(N2CCC(C(N)=O)(N3CCCCC3)CC2)C1=O (stereo unspecified)	8[fluorescence artefact?]	-3[fluorescence artefact?]	3	-4	·	-14	7	3	-4[20 µM]
BrC(=C\c1ccccc1)/C=N/Nc1ccc2nncn2n1	-5	-5	-10	5	-0.066	-7	-2	27	-15

From PubChem
